IDH1 R132H inh: inhibitors of IDH1 R132H reductase, primary screen, biochemical, plate reader, single point. hit rate 0.18% among 70,000. Isocitrate dehydrogenase [NADP] cytoplasmic (Homo sapiens), O75874. diaphorase/resazurin fluorescence, 60 min. inhibition, % at 10 µM. AID 624101, 2012; in the data active = inhibition above about 34%;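 note: 0% = DMSO and 100% = no enzyme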
Target sequence (O75874 whole entry R132H): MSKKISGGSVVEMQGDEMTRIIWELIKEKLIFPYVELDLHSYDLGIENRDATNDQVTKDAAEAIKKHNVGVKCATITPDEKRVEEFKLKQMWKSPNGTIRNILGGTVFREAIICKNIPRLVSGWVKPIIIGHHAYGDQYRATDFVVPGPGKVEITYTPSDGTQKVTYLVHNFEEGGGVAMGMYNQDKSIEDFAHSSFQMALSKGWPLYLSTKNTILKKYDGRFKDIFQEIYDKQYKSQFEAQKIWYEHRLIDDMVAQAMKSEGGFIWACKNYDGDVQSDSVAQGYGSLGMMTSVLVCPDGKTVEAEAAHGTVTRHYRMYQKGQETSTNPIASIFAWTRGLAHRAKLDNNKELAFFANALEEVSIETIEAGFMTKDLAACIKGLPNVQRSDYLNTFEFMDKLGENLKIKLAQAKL
EZH2 inh: EZH2/PRC2 methyltransferase inhibitors, primary screen, biochemical, DELFIA time-resolved fluorescence, single point; hit rate 0.35% among 57,000; PRC2 H3K27 methylation, DELFIA TRF, 1 h; inhibition, % at 12.5 µM;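 active = mean inhibition of replicates at least 50% and every single replicate also reaching 50%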;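 note: dimethyl H3K27 on biotinylated H3 21-44 peptide detected by antibody; plate controls were median neutral control wells for no effect and median positive control wells for full effect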
Active calls of the source: *; x = no result given.

SMILES	IDH1 R132H inh	EZH2 inh
C[C@@H]1CCCCO[C@@H](CN(C)C(=O)Nc2ccccc2)[C@H](C)CN([C@@H](C)CO)C(=O)c2cc(NC(=O)CCC(F)(F)F)ccc2O1	0.2	x
C[C@H](O)C#Cc1cnc2c(c1)C(=O)N([C@@H](C)CO)C[C@H](C)[C@@H](CN(C)C(=O)c1ccncc1)O2	-3.4	-6
CO[C@H]1CN(C)C(=O)c2ccc(NC(=O)C3CC3)cc2OC[C@@H](C)N(C(=O)CN(C)C)C[C@@H]1C	0.0	6
C[C@H](CO)N1C[C@H](C)[C@H](CN(C)Cc2ccc(C(=O)O)cc2)OCCCC[C@H](C)Oc2ccc(NS(=O)(=O)c3ccccc3)cc2C1=O	2.4	x
N#C/C(=C(\N)Sc1ccc(N)cc1)c1ccccc1C(F)(F)F	-0.7	5
CCOc1ccc(OCC(=O)Nc2ccc(C)cc2[N+](=O)[O-])cc1	0.1	10
CCO[C@H]1OC(C(=O)O)=C[C@@H](C2CCCCC2)[C@@H]1CCCO	x	-1
CC(C)NC(=O)Nc1ccc2c(c1)CC(=O)N([C@H](C)CO)C[C@H](C)[C@H](CN(C)C(=O)Nc1cccc3ccccc13)O2	-6.7	3
CC(C)NC(=O)Nc1cccc2c1O[C@H](CN(C)Cc1ccccc1)[C@H](C)CN([C@@H](C)CO)C2=O	2.5	-1
O=C(NCCCn1ccnc1)c1csc2ccccc12	6.5	-2
NC(=O)COc1ccccc1/C=N/NC(=O)c1ccc(C(=O)NO)cc1	x	-14
C[C@@H]1CN([C@@H](C)CO)C(=O)Cc2cc(NS(C)(=O)=O)ccc2O[C@@H]1CN(C)Cc1ccncc1	2.5	12

Reprinted from the part before: five entries; new compounds follow.
SMILES	IDH1 R132H inh	EZH2 inh
CC(C)NC(=O)Nc1ccc2c(c1)CC(=O)N([C@H](C)CO)C[C@H](C)[C@H](CN(C)C(=O)Nc1cccc3ccccc13)O2	-6.7	3
CC(C)NC(=O)Nc1cccc2c1O[C@H](CN(C)Cc1ccccc1)[C@H](C)CN([C@@H](C)CO)C2=O	2.5	-1
O=C(NCCCn1ccnc1)c1csc2ccccc12	6.5	-2
NC(=O)COc1ccccc1/C=N/NC(=O)c1ccc(C(=O)NO)cc1	x	-14
C[C@@H]1CN([C@@H](C)CO)C(=O)Cc2cc(NS(C)(=O)=O)ccc2O[C@@H]1CN(C)Cc1ccncc1	2.5	12
CCn1ccc(CNC(=O)Nc2ccc(Cl)cc2Cl)n1	-0.1	5
COc1ccc(S(=O)(=O)N(C)C[C@H]2OCCCC[C@@H](C)Oc3ccc(NS(=O)(=O)c4ccc(C)cc4)cc3C(=O)N([C@@H](C)CO)C[C@@H]2C)cc1	0.3	x
CNC[C@@H]1Oc2cc(C#CC3CCCC3)ccc2S(=O)(=O)N([C@@H](C)CO)C[C@@H]1C	0.5	-31
Cc1noc(C)c1S(=O)(=O)N(C)C[C@@H]1Oc2ccc(N(C)C)cc2CC(=O)N([C@H](C)CO)C[C@@H]1C	x	-9
C[C@H](O)C#Cc1cnc2c(c1)C(=O)N([C@@H](C)CO)C[C@@H](C)[C@@H](CN(C)C(=O)Cc1ccccn1)O2	22	8
CCC(=O)Nc1ccc2c(c1)OC[C@H](C)N(C(=O)COC)C[C@H](C)[C@@H](OC)CN(C)C2=O	-0.1	7
C[C@@H]1CN([C@@H](C)CO)C(=O)c2cc(C#CC3CC3)cnc2O[C@H]1CN(C)C(=O)Cc1ccccn1	x	-7
C[C@H](CO)N1C[C@H](C)[C@@H](CN(C)C(=O)C2CCCCC2)Oc2cc(Br)ccc2S1(=O)=O	x	1
CCCNC(=O)N1C[C@H](C)[C@@H](OC)CN(C)C(=O)c2cc(NS(=O)(=O)CC(F)(F)F)ccc2OC[C@H]1C	0.2	-7
Cc1noc(C)c1NC(=O)Nc1ccc2c(c1)C(=O)N([C@@H](C)CO)C[C@@H](C)[C@@H](CN(C)C(=O)C1CCCCC1)OCCCC[C@H](C)O2	0.9	x
C[C@@H]1CN([C@H](C)CO)C(=O)c2cccc(NC(=O)Nc3ccc(C(F)(F)F)cc3)c2O[C@@H]1CN(C)S(=O)(=O)c1cn(C)cn1	-2.6	x
CO[C@H]1CN(C)C(=O)c2cc(NC(=O)c3nc4ccccc4s3)ccc2OC[C@@H](C)N(Cc2cccnc2)C[C@H]1C	-0.6	-14

Full records, looked up by structure:
CCn1ccc(CNC(=O)Nc2ccc(Cl)cc2Cl)n1 is listed with IDH1 R132H inh: -0.1; EZH2 inh: 5
Cc1noc(C)c1NC(=O)Nc1ccc2c(c1)C(=O)N([C@@H](C)CO)C[C@@H](C)[C@@H](CN(C)C(=O)C1CCCCC1)OCCCC[C@H](C)O2 is listed with IDH1 R132H inh: 0.9; EZH2 inh: x
C[C@H](CO)N1C[C@H](C)[C@@H](CN(C)C(=O)C2CCCCC2)Oc2cc(Br)ccc2S1(=O)=O is listed with IDH1 R132H inh: x; EZH2 inh: 1

The results go on.
SMILES	IDH1 R132H inh	EZH2 inh
Cc1cc(C)nc(NS(=O)(=O)c2ccc(NC(=O)c3ccc(-c4ccccc4)cc3)cc2)n1	0.1	56*
CCNC(=O)c1cc2c(c(-c3cccc(-c4cccc(C(=O)N(C)C)c4)c3)n1)[C@H](CCO)N([S@@](=O)C(C)(C)C)C2	-0.1	4
Cc1cccc(NC(=O)CNS(=O)(=O)c2ccc(Br)cc2)c1C	1.4	8
CCS(=O)(=O)Nc1ccc2c(c1)C(=O)N(C)C[C@@H](OC)[C@H](C)CN(Cc1ccccn1)[C@@H](C)CO2	0.4	-4
C[C@@H]1CN([C@H](C)CO)C(=O)c2cc(NC(=O)Nc3ccc(F)cc3)ccc2O[C@@H]1CN(C)C(=O)Nc1ccccc1	0.4	x
Cc1noc(C)c1S(=O)(=O)Nc1cccc2c1O[C@H](CN(C)Cc1ccc(Oc3ccccc3)cc1)[C@H](C)CN([C@H](C)CO)C2=O	-0.9	x
C[C@H](CO)N1C[C@H](C)[C@H](CN(C)Cc2ccccc2C(F)(F)F)OCc2cnnn2CCCC1=O	1.0	-5
Cc1noc(C)c1S(=O)(=O)Nc1ccc2c(c1)CC(=O)N([C@H](C)CO)C[C@@H](C)[C@H](CN(C)C)O2	-0.3	3
C[C@@H]1CCCCO[C@H](CN(C)C(=O)CCC(F)(F)F)[C@H](C)CN([C@H](C)CO)C(=O)c2cc(NS(=O)(=O)c3cccs3)ccc2O1	-1.1	x
COCCNC(=O)C[C@H]1CC[C@H](NC(=O)NC2CCCCC2)[C@@H](CO)O1	0.6	-3
C[C@H](CO)N1C[C@H](C)[C@H](CN(C)C(=O)Nc2ccc(F)cc2)Oc2cc(C#CC3(O)CCCC3)ccc2S1(=O)=O	x	-35
COc1ccc(NC(=O)N(C)C[C@H]2Oc3ccc(NC(=O)Cc4cn(C)c5ccccc45)cc3CC(=O)N([C@@H](C)CO)C[C@H]2C)cc1	-21	x
C[C@]12C[C@H](O)C3C(CC[C@@H]4C[C@H](O)CC[C@]34C)C1CC[C@@H]2C(=O)CO (some centres undefined)	0.2	x
C[C@H]1CN([C@@H](C)CO)C(=O)Cc2cc(NS(=O)(=O)c3ccc(F)cc3)ccc2O[C@@H]1CN(C)Cc1ccc(C(=O)O)cc1	5.9	x
C[C@@H]1CN([C@@H](C)CO)C(=O)Cc2cc(NC(=O)NC3CCCCC3)ccc2O[C@H]1CN(C)Cc1ccccc1	2.1	-15
COc1cccc(S(=O)(=O)N[C@@H]2CC[C@H](CCNC(=O)Nc3cc(F)ccc3F)O[C@@H]2CO)c1	0.0	-11
C[C@H]1CN([C@@H](C)CO)C(=O)c2cc(NC(=O)Nc3ccc(F)cc3)ccc2O[C@@H]1CN(C)S(C)(=O)=O	0.2	1
Cc1ccc(S(=O)(=O)N(C)C[C@H]2OCCCC[C@H](C)Oc3ccc(NC(=O)Nc4ccc5c(c4)OCO5)cc3C(=O)N([C@@H](C)CO)C[C@H]2C)cc1	-0.5	x
Cc1noc(C)c1NC(=O)N(C)C[C@@H]1Oc2c(NC(=O)c3ccncc3)cccc2C(=O)N([C@@H](C)CO)C[C@@H]1C	2.1	x
Cn1c(NCCCO)nc2ccccc21	3.9	x
Cc1cc(C)c(NC(=O)CSc2nc(-c3ccc(F)cc3)cs2)c(C)c1	0.6	0
COCC(=O)Nc1ccc2c(c1)[C@@H]1C[C@@H](CC(=O)NCc3cccc(F)c3)O[C@H](CO)[C@@H]1O2	0.5	9
O=C(Nc1cccc(Br)c1)C1CN(S(=O)(=O)c2ccccc2)CCN1S(=O)(=O)c1ccccc1 (centres undefined)	0.0	-20
C[C@@H]1CN([C@H](C)CO)C(=O)c2cc(-c3cccc(F)c3)cnc2O[C@H]1CN(C)C(=O)c1cccc(F)c1	-8.0	x
O=C(C[C@@H]1C=C[C@@H](NC(=O)C2CCC2)[C@H](CO)O1)NCCCN1CCOCC1	0.2	3
COc1ccc(S(=O)(=O)Nc2ccc3c(c2)[C@@H]2C[C@H](CC(=O)NCC4CC4)O[C@@H](CO)[C@@H]2O3)cc1	-0.3	7
CC(C)=CCC[C@H](C)C/C=N/NC(=O)CCCCCC(=O)O	2.2	17
C[C@H](CO)N1C[C@H](C)[C@@H](CN(C)S(=O)(=O)c2cn(C)cn2)Oc2c(NC(=O)C3CC3)cccc2C1=O	1.2	x
O=C(C[C@@H]1CC[C@@H](NC(=O)Nc2cc(F)ccc2F)[C@@H](CO)O1)Nc1ccc(-c2ccccc2)cc1	-0.2	0
O=C(C[C@@H]1C=C[C@H](NS(=O)(=O)c2ccccc2)[C@H](CO)O1)NCc1ccncn1	0.1	-1
C[C@@H]1CCCCO[C@@H](CN(C)Cc2ccc(C(=O)O)cc2)[C@@H](C)CN([C@@H](C)CO)C(=O)c2cc(NS(=O)(=O)c3cn(C)cn3)ccc2O1	5.1	x
CCC(=O)N(C)C[C@@H]1Oc2ncc(-c3ccc(C(=O)N(C)C)cc3)cc2C(=O)N([C@@H](C)CO)C[C@H]1C	-0.6	-12
C[C@@H]1CN([C@@H](C)CO)C(=O)c2cccc(NC(=O)c3cnccn3)c2O[C@@H]1CN(C)Cc1ccc2c(c1)OCO2	x	2
CCCN1C[C@@H](C)[C@@H](OC)CN(C)C(=O)c2cc(NC(=O)CC)ccc2OC[C@@H]1C	0.4	13
C[C@@H]1CN([C@H](C)CO)C(=O)c2cc(-c3ccccc3F)cnc2O[C@@H]1CN(C)C(=O)C1CCOCC1	2.8	-14
C[C@H](CO)N1C[C@H](C)[C@@H](CN(C)Cc2ccccc2)OCCCC[C@H](C)Oc2ccc(NC(=O)Cc3ccccc3)cc2C1=O	5.1	x
Cc1noc(C)c1NC(=O)N(C)C[C@H]1OCCCC[C@H](C)Oc2ccc(NC(=O)CCC(F)(F)F)cc2C(=O)N([C@H](C)CO)C[C@@H]1C	2.1	x
O=C(NO)c1ccc(C(=O)N/N=C/c2ccccn2)cc1	x	-41
O=C(C[C@H]1CC[C@@H](NC(=O)c2cccc(F)c2)[C@@H](CO)O1)NCc1ccc(Oc2ccccc2)cc1	-0.5	-6
COc1ccc(C(=O)Nc2ccc(Cl)cc2C(=O)NCCN2CCOCC2)cc1	-0.5	-4
C[C@H](CO)N1C[C@H](C)[C@H](CN(C)C(=O)Nc2cccc3ccccc23)Oc2c(NC(=O)C3CCOCC3)cccc2C1=O	0.3	-2
O=C(C[C@@H]1C[C@H]2c3cc(NC(=O)Nc4ccccc4F)ccc3O[C@H]2[C@H](CO)O1)NCc1ccc2c(c1)OCO2	-0.9	-1
O=C(Nc1ccccc1F)N[C@H]1CC[C@H](CC(=O)N2CCCCC2)O[C@@H]1CO	-0.2	9
C[C@H]1CN([C@@H](C)CO)C(=O)Cc2cc(NC(=O)Nc3ccccc3)ccc2O[C@H]1CN(C)Cc1ccc(C(=O)Nc2ccccc2N)cc1	0.1	-32
C[C@H](CO)N1C[C@H](C)[C@H](CN(C)C)Oc2ccc(NS(=O)(=O)c3ccccc3)cc2C1=O	-0.2	10
COc1ccc(S(=O)(=O)N(C)C[C@H]2OCCCC[C@H](C)Oc3ccc(NS(=O)(=O)c4ccc(Cl)cc4)cc3C(=O)N([C@H](C)CO)C[C@H]2C)cc1	0.9	x
CS(=O)(=O)N(CC(=O)Nc1ccccc1-c1ccccc1)c1cccc(F)c1	0.2	-16
C[C@@H]1CN([C@@H](C)CO)C(=O)c2cc(NC(=O)Nc3ccccc3)ccc2O[C@@H](C)CCCCO[C@@H]1CN(C)CC1CCCCC1	0.0	x
CCC(=O)N(C)C[C@H]1Oc2cc(C#Cc3cccnc3)ccc2S(=O)(=O)N([C@@H](C)CO)C[C@@H]1C	2.3	x
C[C@H](O)C#Cc1cnc2c(c1)C(=O)N([C@@H](C)CO)C[C@@H](C)[C@H](CN(C)Cc1ccccn1)O2	-5.3	6
Cc1cc(I)ccc1NC(=O)CN(c1ccc(Cl)c(Cl)c1)S(C)(=O)=O	-0.1	23
CO[C@@H]1CN(C)C(=O)c2cc(NC(=O)c3ccc(F)cc3)ccc2OC[C@H](C)N(C(C)=O)C[C@H]1C	0.0	8
OC(COc1ccc2cc(Br)ccc2c1)Cn1cnc2ccccc21 (centres undefined)	0.2	-1
Cc1ccc(S(=O)(=O)N(C)C[C@H]2OCCCC[C@H](C)Oc3ccc(NS(=O)(=O)c4ccc(F)cc4)cc3C(=O)N([C@@H](C)CO)C[C@H]2C)cc1	2.2	x

Source: PubChem BioAssay (Broad Institute)

Only part of the results is shown. The share of hits here may be higher or lower than overall.
